Pin1 inhibitor: blocks the human prolyl isomerase Pin1; Q13526; Pin1 FP peptide displacement, HiFluor488, 10 min; Potency, µM (series often up to 115 µM), inactives show top-dose activity, negative = inhibition, hits mostly inhibitors; 0.009% of 390,000 active; active means well fitted inhibition curve with a large enough effect in the polarisation, with a control signal flat, not every such curve was filed as active; inconclusive means small, poorly fitted or top-dose-only effect, or effect the other way, or a change in a side signal; inactive means no such curve, though single readings can be large or run the other way; the % refers to the polarisation; further: on the % scale 0 is the no-effect control and ±100 the full control effect
Target sequence (Q13526 whole entry, looked up): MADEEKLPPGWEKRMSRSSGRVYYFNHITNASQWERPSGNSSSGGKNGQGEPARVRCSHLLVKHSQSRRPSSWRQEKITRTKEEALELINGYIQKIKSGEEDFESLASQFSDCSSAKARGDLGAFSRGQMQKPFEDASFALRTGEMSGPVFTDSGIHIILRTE
HP1b chromo inh: inhibitors of HP1-beta chromodomain binding to methylated histone tails. Potency, µM (top dose mostly 114 µM), without a hit: top-dose activity change, negative = inhibition, actives largely listed as inhibitors. AlphaScreen HP1-beta / biotin-H3K9me3 peptide binding. 0.56% of 390,000 active. P83916; further: nearly all actives have a fitted effect of over 70% in size; inactives centre near 23
Target sequence (P83916 whole entry, looked up): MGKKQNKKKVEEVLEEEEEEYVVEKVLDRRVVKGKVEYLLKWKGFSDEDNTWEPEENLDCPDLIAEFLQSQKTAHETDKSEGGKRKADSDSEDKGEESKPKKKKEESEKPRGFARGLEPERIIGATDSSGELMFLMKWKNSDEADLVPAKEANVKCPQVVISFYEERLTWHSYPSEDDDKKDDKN
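AlphaScreen: HP1-beta (50 nM) preformed 30 min with biotin-H3(1-18)K9me3 peptide (50 nM) in PBS pH 7.4, 0.01% Tween-20. Compound added for 30 min at RT, then streptavidin donor/nickel chelate acceptor beads (10 ug/mL) for 30 min.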
Tb PGK inh: T. brucei PGK inhibition. P07378. AID 602233. Potency, µM (titrated, usually from 57.5 µM), without a hit: at the top dose activity change, negative = inhibition, actives largely listed as inhibitors. 0.043% of 380,000 active. PGK/GAPDH coupled, Kinase-Glo luminescence, 60 min; further: on the % scale 0 is the no-effect control and ±100 the full control effect; nearly all actives have a fitted effect of over 60% in size
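Recombinant glycosomal PGK reaction used 1,3-bisphosphoglycerate generated in-well by GAPDH (100nM final) in 100mM TEA pH 7.6, 5mM MgCl2, 0.01% Tween-20. After 60 minutes at room temperature, ATP was read by Kinase-Glo Plus luminescence end-point.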
POLI inh: blocks human DNA polymerase iota activity; Q9UNA4; Pol iota fluorescent replication assay, 10 min; Potency, µM (highest dose often 115 µM), for the others: at the top dose activity, negative = inhibition, most hits filed as inhibitors; 1% of 390,000 active; AID 588590
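Pol iota at 10 nM preincubated 15 min with compounds at room temperature; reaction started with fluorescent substrate, 50 nM final. Fluorescence read kinetically at 0 and 10 min; buffer-only wells as negative control.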
G9a inh: G9a (human) methyltransferase inhibition; G9a H3K9 monomethylation, AlphaScreen, 2 h; Potency, µM (series often up to 102 µM), for the others: at the top dose activity, negative = inhibition, usual class: inhibitors; 8.8% of 350,000 active; further: on the % scale 0 is the no-effect control and ±100 the full control effect; nearly all actives have a fitted effect of over 75% in size
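Quantitative HTS format: methyltransferase activity on a biotin-tagged H3K9 peptide is measured by AlphaScreen, using a rabbit anti-monomethyl-H3K9 antibody with streptavidin donor and anti-IgG acceptor beads. Final levels are 20 nM enzyme, 500 nM peptide, 20 uM SAM; 2 h RT.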
GLS inh: blocks human kidney-isoform glutaminase activity | GLS enzymatic activity, qHTS titration | Potency, µM (top dose mostly 45.5 µM), for inactives: at the highest dose activity change, negative = inhibition, usual class: inhibitors | 0.21% of 410,000 active; further: on the % scale 0 is the no-effect control and ±100 the full control effect
Target sequence (O94925 whole entry, looked up, canonical isoform): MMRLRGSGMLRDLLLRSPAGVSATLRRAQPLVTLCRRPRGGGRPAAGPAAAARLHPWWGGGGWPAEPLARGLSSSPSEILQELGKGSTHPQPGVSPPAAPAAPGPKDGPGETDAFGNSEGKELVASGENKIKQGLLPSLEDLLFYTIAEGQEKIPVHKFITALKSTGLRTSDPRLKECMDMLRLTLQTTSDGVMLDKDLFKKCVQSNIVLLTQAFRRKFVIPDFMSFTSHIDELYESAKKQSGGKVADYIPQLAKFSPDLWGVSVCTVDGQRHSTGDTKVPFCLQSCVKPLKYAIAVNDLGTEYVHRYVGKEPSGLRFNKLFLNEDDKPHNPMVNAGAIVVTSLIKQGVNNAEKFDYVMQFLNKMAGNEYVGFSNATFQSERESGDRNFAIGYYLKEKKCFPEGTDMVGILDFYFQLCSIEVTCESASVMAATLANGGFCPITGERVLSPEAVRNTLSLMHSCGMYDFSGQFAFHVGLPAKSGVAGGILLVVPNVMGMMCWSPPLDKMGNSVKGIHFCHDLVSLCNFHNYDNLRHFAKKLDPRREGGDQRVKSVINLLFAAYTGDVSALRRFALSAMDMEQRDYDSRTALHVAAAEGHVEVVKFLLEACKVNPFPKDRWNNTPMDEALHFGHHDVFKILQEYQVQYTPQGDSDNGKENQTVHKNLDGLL
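Human kidney-isoform GLS in 45 mM KH2PO4 pH 8.2, 0.02% Tween-20, with compound, started with 1mM L-Glutamine (added stock). Glutamate oxidase/HRP/Amplex red coupled fluorescence read at start and after 30 min at RT.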
BLM inh: blocks DNA unwinding by human BLM helicase | P54132 | Potency, µM (doses to about 56.1 µM), without a hit: at the top dose activity change, negative = inhibition, most hits filed as inhibitors | 0.2% of 350,000 active | recombinant BLM DNA unwinding, fluorescence dequenching | AID 2528;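 further: plate controls were vehicle for no effect and no enzyme for full effect; nearly all actives have a fitted effect of over 35% in size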
JMJD2A Tudor: JMJD2A Tudor domain (human) inhibition; AID 504339; O75164; AlphaScreen JMJD2A-Tudor / H3K4me3 peptide binding; 4.4% of 390,000 active; Potency, µM (highest dose often 114 µM), for inactives: at the top dose activity change, negative = inhibition, hits mostly inhibitors; further: on the % scale 0 is the no-effect control and ±100 the full control effect; nearly all actives have a fitted effect of over 50% in size
BAZ2B inh: BAZ2B (human) inhibition | AlphaScreen BAZ2B-H3K14Ac peptide displacement | Potency, µM (series often up to 114 µM), without a hit: at the top dose activity change, negative = inhibition, most hits filed as inhibitors | AID 504333 | 4.4% of 360,000 active; further: on the % scale 0 is the no-effect control and ±100 the full control effect; nearly all actives have a fitted effect of over 60% in size
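BAZ2B (50 nM) with biotin-H3(5-23)K14Ac peptide (50 nM) in PBS pH 7.4, 0.01% Tween-20, preformed 30 min, then compound 30 min at room temperature; top concentration 110uM. AlphaScreen streptavidin donor/nickel chelate acceptor beads (10 ug/mL final), 20 min dark, signal read.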
* = called active by the depositor; i = inactive; ? = inconclusive; · = no result given; & = joins results of further samples; [ ] = remark or other dose. Unless noted, the call rests on the fitted dose curve; in most records, active means well fitted curve in the direction sought with a large enough effect; inconclusive means small, poorly fitted or top-dose-only effect, or another doubt; inactive means no such curve, though single readings can be large; an effect the other way counts as inactive or inconclusive. Potency means the concentration at half of the fitted maximal effect. This is a subset; rates above refer to the full screens.

SMILES | Pin1 inhibitor | HP1b chromo inh | Tb PGK inh | POLI inh | G9a inh | GLS inh | BLM inh | JMJD2A Tudor | BAZ2B inh
CC(C)CN(C(=O)COc1ccc(-c2nnco2)cc1)C1CCS(=O)(=O)C1 (configuration not stated) | -14% | 30% | -7% | -8% | 24% | 0% | -3% | 2% | -4%
COC1C(C)=C(C)C(=O)N1Cc1ccc(F)cc1 (configuration not stated) | -9% | 53%[activator] | i | 35%[activator] | ? | -6% | -2% | -9% | -15%[57.1 µM]
CCn1c(C(O)c2ccc3c(c2)OCO3)nc2ccccc21 (configuration not stated) | -6% | 54%[activator] | 6% | 5% | -44%[59 µM] | 4% | 0% | -4% | -25%
CC(=O)Nc1c(Cl)c2c(c(Cl)c1Br)-c1ccc(Cl)cc1C2 | -7% | 10%[57 µM] | 0% | 21% | · | 1% | · | -3% | ·
COc1ccccc1N1CCN(C(=O)c2cnn(-c3ccc(F)cc3F)c2C2CCNCC2)CC1 | -1% | 20% | i | -29% | -20%[59 µM] | 5% | -4% | -34% | 3%[57.1 µM]
COc1ccc(/C=C/C(=O)Nc2ccccc2F)cc1S(=O)(=O)N1CCOCC1 | -1% | 20% | -7% | 48%[activator] | · | -3% | · | -4% | ·
COC(=O)[C@@H]1CCCN1C(=O)CCc1nnc(CCc2c[nH]c3ccccc23)o1 | 3% | 38% | 6% | 93%[activator] | 214%[activator] | 0% | -11% | -5%[57.1 µM] | 83%[activator]
CNC(=S)NCCc1c[nH]c2ccc(OC)cc12 | 4% | 9% | -9% | 97%[activator] | -37% | -5% | -1% | -25% | -30%
NNC(=O)c1cc2nc(-c3cccs3)cc(C(F)(F)F)n2n1 | 0% | 73%[activator] | · | -13% | · | 46%[activator] | 1% | ? | 8%
Cc1cc(C(=O)N2CCN(S(=O)(=O)c3ccc(F)c(Cl)c3)CC2)c(C)o1 | 4% | -3% | -10% | 20% | 6%[59 µM] | 0% | · | -36% | -35%
Cc1ccc(-c2csc3nc(SCC(=O)Nc4ccc(Cl)c(C(=O)O)c4)[nH]c(=O)c23)cc1 | -10% | 0%[57 µM] | -17% | ? | 28µM* | 51%[activator] | 1% | -28% | ?
Cc1csc(NC(=O)CSc2nnc(-c3cccs3)n2C)n1 | -6% | 5% | -5% | 20% | 21% | -4% | -2% | -16% | 8%
CCn1cc(C(=O)N2CCN(c3ccc([N+](=O)[O-])cc3)CC2)c(=O)c2ccc(C)nc21 | 4% | 10% | -12% | 7% | -45% | -11% | 4% | -19% | ·
Cc1ccc2oc(C(=O)N(Cc3sccc3C)C3CCS(=O)(=O)C3)c(C)c2c1 (configuration not stated) | 4% | 9% | · | -8% | -35%[59 µM] | 6% | -3% | -33% | -15%
CN(C)c1ccc(Nc2ncnc3c2c(-c2ccccc2)cn3-c2cccc(Cl)c2)cc1 | -6% | ? | 14% | 12% | 8.9µM* | -4% | -7% | 13µM* | 4.5µM*
CCS(=O)(=O)N1Cc2ccccc2CC1C(=O)Nc1cc(S(C)(=O)=O)ccc1Cl (configuration not stated) | ? | 42%[activator] | 5% | 35µM* | 20% | -5% | -7% | -4% | -16%
COC(C[C@H](O)CC(=O)COCc1ccccc1)OC | 3% | 31% | 1% | 1% | -3%[59 µM] | 2% | -3% | -8% | 4%
Cc1ccc(S(=O)(=O)NC2(C(F)(F)F)NC(=O)N(CCc3ccccc3)C2=O)cc1 (configuration not stated) | -3%&-2% | 49%&6%[activator] | 1%&-1% | 86%&-14%[activator] | 16% | 28%&-2% | -3%&0% | -4%&-11% | -1%&-12%
Clc1ccccc1-c1ccc(/C=N/n2cnnc2)o1 | 1% | 30% | 3% | 21% | -19% | 16% | -8% | -17% | 4%
COC(=O)[C@@]12CCCN1[C@H](c1ccc(-c3ccc(C(C)=O)cc3)c(OC)c1)[C@H]1C(=O)N(C)C(=O)[C@H]12 | -3% | 53%[activator] | 1% | 12% | -5%[2.33 µM] | 6% | · | -16% | -1%
CCN(CC)CCNC(=O)c1cn(CC)c2cc(N3CCN(C(=O)c4ccco4)CC3)c(F)cc2c1=O | 1% | 44%[activator] | -9% | 27% | ? | 11% | 51%[activator] | -5% | -20%
CN(C)CCCN(C(=O)c1ccc(S(=O)(=O)N2CCCCCC2)cc1)c1nc2ccc(F)cc2s1 | 1% | -2% | -3% | -4% | · | 9% | 6% | ? | ?
Cc1ccc(NC(=O)CC(C)S(=O)(=O)c2ccc3c(c2)NC(=O)CO3)cc1C (configuration not stated) | 17%&3% | 10%&23% | -13%&-9% | -12%&22% | -7%&4%[59 µM] | 1%&-2% | -2%&-6% | ? | -21%&5%
Fc1ccccc1C1c2[nH]c3ccccc3c2CCN1Cc1cccn1-c1ncccn1 (configuration not stated) | -2% | ? | 6% | -8% | · | 11% | -4% | ? | 32µM*
O=C(NCCN1CCOCC1)c1ccc(Cl)c(S(=O)(=O)N2CCCCCC2)c1 | 2% | 44% | -5% | 11% | -15%[59 µM] | -7% | 1% | -5% | 20%
O=[N+]([O-])c1ccc(N2CCNCC2)cc1NCc1cccnc1 | 1% | 6% | -4% | -12% | 2%[59 µM] | 5% | -7% | -31% | -3%
COc1cc(Cl)c(C)cc1NC(=O)c1ccccc1NC(=O)CN1CCN(c2ccccn2)CC1 | 23% | 17% | i | -29% | · | -2% | · | ? | ·
CCN(CC)S(=O)(=O)c1ccc(C(=O)NCc2cccs2)cc1 | ? | 15% | -7% | 16% | 0%[59 µM] | 6% | -2% | -9%[57.1 µM] | 7%
COc1cccc(OCC(=O)N(C)Cc2nc(-c3ccccc3)no2)c1 | 8% | 9% | 9% | -4% | 9% | 9% | -1% | 0% | 5%
CCOc1ccccc1C1C(C(=O)Nc2ccc(OC)cc2)=C(C)Nc2nc(CCCO)nn21 (configuration not stated) | 7% | 48%[activator] | -9% | -12% | ? | 28% | 4% | -6% | 1%
CN1CCN(C(CNC(=O)C(=O)Nc2ccc3c(c2)OCO3)c2ccc(F)cc2)CC1 (configuration not stated) | 0% | -18% | -5% | 50%[activator] | 50µM* | 1% | · | -24% | 7%
COc1ccc(Cl)cc1N(CC(=O)NCC(C)C)S(=O)(=O)c1ccc(C)c([N+](=O)[O-])c1 | -6% | 61%[activator] | -3% | 82%[activator] | -3%[59 µM] | 3% | 0% | -6% | 9%
Clc1ccccc1SCc1nc2ccccc2[nH]1 | 2% | 32%[activator] | i | -31% | 17%[59 µM] | 7% | -3% | -12% | -2%
C[C@H](CO)N1C[C@H](C)[C@@H](CN(C)Cc2ccc(C(=O)O)cc2)Oc2c(NC(=O)Cc3ccccc3)cccc2C1=O | -3% | 20% | 2% | 19% | · | 3% | · | -29% | ·
CC1Cc2cc(C(=O)O)ccc2O1 (configuration not stated) | 1% | 23% | -2% | ? | 6%[59 µM] | 0% | -2% | 4% | ·
N#CC1=C(N)C(C#N)(C#N)[C@H](c2cccnc2)[C@H]2CN(C(=O)OCc3ccccc3)CC=C12 | 28% | 29% | -11% | -12% | 50µM* | 5% | -13% | -9% | -21%
O=C(Cc1ccccc1[N+](=O)[O-])NCCC1=CCCCC1 | -4% | 7% | -7% | -3% | 4% | -4% | 2% | -3% | -16%

Sorted by molar mass (rising): part of the list above
SMILES | Pin1 inhibitor | HP1b chromo inh | Tb PGK inh | POLI inh | G9a inh | GLS inh | BLM inh | JMJD2A Tudor | BAZ2B inh
Clc1ccccc1SCc1nc2ccccc2[nH]1 | 2% | 32%[activator] | i | -31% | 17%[59 µM] | 7% | -3% | -12% | -2%
O=C(Cc1ccccc1[N+](=O)[O-])NCCC1=CCCCC1 | -4% | 7% | -7% | -3% | 4% | -4% | 2% | -3% | -16%
O=[N+]([O-])c1ccc(N2CCNCC2)cc1NCc1cccnc1 | 1% | 6% | -4% | -12% | 2%[59 µM] | 5% | -7% | -31% | -3%
CCN(CC)S(=O)(=O)c1ccc(C(=O)NCc2cccs2)cc1 | ? | 15% | -7% | 16% | 0%[59 µM] | 6% | -2% | -9%[57.1 µM] | 7%
COc1cccc(OCC(=O)N(C)Cc2nc(-c3ccccc3)no2)c1 | 8% | 9% | 9% | -4% | 9% | 9% | -1% | 0% | 5%
Fc1ccccc1C1c2[nH]c3ccccc3c2CCN1Cc1cccn1-c1ncccn1 (configuration not stated) | -2% | ? | 6% | -8% | · | 11% | -4% | ? | 32µM*
CN1CCN(C(CNC(=O)C(=O)Nc2ccc3c(c2)OCO3)c2ccc(F)cc2)CC1 (configuration not stated) | 0% | -18% | -5% | 50%[activator] | 50µM* | 1% | · | -24% | 7%
O=C(NCCN1CCOCC1)c1ccc(Cl)c(S(=O)(=O)N2CCCCCC2)c1 | 2% | 44% | -5% | 11% | -15%[59 µM] | -7% | 1% | -5% | 20%
N#CC1=C(N)C(C#N)(C#N)[C@H](c2cccnc2)[C@H]2CN(C(=O)OCc3ccccc3)CC=C12 | 28% | 29% | -11% | -12% | 50µM* | 5% | -13% | -9% | -21%
COc1ccc(Cl)cc1N(CC(=O)NCC(C)C)S(=O)(=O)c1ccc(C)c([N+](=O)[O-])c1 | -6% | 61%[activator] | -3% | 82%[activator] | -3%[59 µM] | 3% | 0% | -6% | 9%
COc1cc(Cl)c(C)cc1NC(=O)c1ccccc1NC(=O)CN1CCN(c2ccccn2)CC1 | 23% | 17% | i | -29% | · | -2% | · | ? | ·
